Source: PubChem (several laboratories)
Diaphorase inh – counter-screen for diaphorase-based assays: diaphorase inhibitors and chemical oxidizers; inhibition, % at 20 µM; 0.69% of 190,000 active; diaphorase resazurin-to-resorufin fluorescence, NADH, 16 min; bacterial (C. kluyveri) enzyme, not human;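 active means primary screen inhibition at 20 µM above a set limit, cut at about 50% in these data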;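 further: plate controls were DMSO with full reaction for no effect and wells lacking NADH for full effect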
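Assay system – diaphorase enzyme from Clostridium kluyveri · Amount – diaphorase 0.14 U/mL (working solution) · Times – reaction incubation of 16 min at room temperature · Controls – No-NADH positive control and DMSO neutral control · Signal – resorufin fluorescence 544/590 nm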
PMI act – activators of human phosphomannose isomerase; activation factor at 20 µM; AID 1214; P34949; purified human PMI, coupled resazurin fluorescence, 20 min; active compounds read high; 1 = vehicle control, 0 substrate-free wells; 0.005% of 190,000 active;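 active means activation factor of 2 or more at 20 µM, relative to plate controls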
PPARg SRC1 recr – promotes SRC-1 coactivator recruitment by human PPARgamma; P37231; PPARgamma-SRC-1 coactivator recruitment biochemical assay; activation, % at 8 µM; 0.41% of 200,000 active; in the data active means activation above about 19%;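 further: 0% = DMSO and 100% = reference agonist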
Target sequence (P37231 whole entry, looked up): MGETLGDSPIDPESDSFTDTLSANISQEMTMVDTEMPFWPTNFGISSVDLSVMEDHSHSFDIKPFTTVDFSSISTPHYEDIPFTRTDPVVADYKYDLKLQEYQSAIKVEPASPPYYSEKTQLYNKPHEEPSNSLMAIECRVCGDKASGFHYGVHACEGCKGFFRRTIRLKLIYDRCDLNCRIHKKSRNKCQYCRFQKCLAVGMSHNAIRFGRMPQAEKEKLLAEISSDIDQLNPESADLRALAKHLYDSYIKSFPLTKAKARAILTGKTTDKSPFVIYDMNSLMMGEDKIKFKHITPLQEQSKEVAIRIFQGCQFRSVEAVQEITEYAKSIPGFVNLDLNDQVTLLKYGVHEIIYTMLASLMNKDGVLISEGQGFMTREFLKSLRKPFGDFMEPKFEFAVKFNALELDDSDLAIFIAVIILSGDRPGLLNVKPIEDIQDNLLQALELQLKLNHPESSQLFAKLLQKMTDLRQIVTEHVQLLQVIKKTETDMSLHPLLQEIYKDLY
G6PDH counter – inhibits Leuconostoc G6PDH, flagging false hits in G6PDH-based assays; Purified L. mesenteroides G6PDH, diaphorase/resazurin coupled fluorescence, 45 min; inhibition, % at 5 µM; 0.12% of 200,000 active; AID 1020; in the data active means inhibition above about 50%
ROMK mod – modulators of human ROMK potassium channel | B-score at 10 µM | Tet-inducible ROMK, thallium flux fluorescence; actives lie on both sides | P48048 | 2% of 130,000 active | AID 1918;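 active means signal ratio slope over the read window, or its plate-corrected B-score, at least 3 SD from the plate mean, either direction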;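 further: B-score of the F/F0 ratio slope over 7 to 12 s after thallium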
PPARg SRC-2 ag – agonists of SRC-2 recruitment by human PPARgamma | PPARgamma LBD-SRC-2 recruitment, biochemical | activation, % at 8 µM | 0.34% of 200,000 active; in the data active means activation above about 22%;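 further: 0% = vehicle and 100% = reference agonist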
PMI act hi M6P – increases human PMI activity with near-saturating mannose 6-phosphate. AID 1216. activation factor at 20 µM. 0.34% of 190,000 active. coupled PMI enzyme assay, resazurin fluorescence, 20 min; active compounds read high; 1 = untreated enzyme, 0 = substrate-free blank;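 active means activation factor of 2 or more at 20 µM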
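Test system: human PMI in coupled enzyme assay; Input: PMI at 15 ng/mL final; Medium: HEPES buffer, pH 7.4; Schedule: 20 min incubation at room temperature; Technique: resorufin fluorescence at Ex 544/Em 590 nm; Compound: 20 µM single dose; Probe or stimulus: Near-saturating mannose-6-phosphate, 1.0 mM.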
TR-FRET SRC-2 ct – counter-screen for PPARgamma SRC-2 recruitment agonists: TR-FRET artefact. TR-FRET ratio at 8 µM. active compounds read high. 0.4% of 200,000 active; in the data active means TR-FRET ratio above about 2000; further: inactives centre near 1500
PPARg SRC3 recr – PPARgamma-driven SRC-3 recruitment agonism; P37231; biochemical PPARgamma/SRC-3 coactivator recruitment assay; activation, % at 8 µM; 0.26% of 200,000 active; in the data active means activation above about 23%;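 further: 0% = DMSO and 100% = reference agonist; some compounds past the cut are filed as inactive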
S1P3 antagonist – blocks the human S1P3 receptor | 0.27% of 170,000 active | CHO S1P3 NFAT-BLA reporter, FRET fluorescence, antagonist mode | Q99500 | AID 485 | inhibition, % at 4.98 µM;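 active means inhibition above the plate cutoff, the mean inhibition of test wells on that plate plus 3 SD, cut at about 28% in these data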;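 further: cells challenged with S1P at its EC80 of 0.8 µM; blue over green emission ratio from cleaved BLA substrate after 4 h stimulation; 0% = S1P-stimulated wells and 100% = unstimulated DMSO-only wells; some compounds past the cut are filed as inactive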
Target sequence (Q99500 whole entry, looked up): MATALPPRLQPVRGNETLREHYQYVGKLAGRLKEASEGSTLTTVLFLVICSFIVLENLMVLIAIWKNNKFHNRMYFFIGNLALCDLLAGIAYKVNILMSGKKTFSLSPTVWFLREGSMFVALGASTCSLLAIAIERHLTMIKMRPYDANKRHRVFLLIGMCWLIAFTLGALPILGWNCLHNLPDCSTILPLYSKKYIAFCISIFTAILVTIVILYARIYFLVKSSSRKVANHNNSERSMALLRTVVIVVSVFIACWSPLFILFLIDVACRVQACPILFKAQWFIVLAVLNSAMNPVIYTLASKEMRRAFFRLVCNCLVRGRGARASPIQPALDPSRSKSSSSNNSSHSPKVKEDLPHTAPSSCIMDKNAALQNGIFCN
Diaphorase act – activates diaphorase or chemically reduces, flagging diaphorase assay artifacts. Diaphorase/resazurin coupled assay, resorufin fluorescence, 16 min; active compounds read high; 1 = vehicle wells, 0 = NADH-free wells. activation factor at 20 µM. 0.005% of 190,000 active. AID 1229;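 active means diaphorase activity raised at least twofold by the compound at 20 µM; inactive means activation factor below 2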
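Assay system: bacterial diaphorase enzyme (C. kluyveri) / Input: enzyme 0.07 U/mL final / Medium: 50 mM HEPES pH 7.4 with 4.542 mM MgCl2, 0.005% Tween 20 / Doses: single compound dose of 20 µM, 1% DMSO final / Incubation: 16 min enzyme reaction, ambient temperature / Signal: fluorescence, excitation 544 nm and emission 590 nm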
* hit, by the source's call; / = not tested or not shown.

SMILES | Diaphorase inh | PMI act | PPARg SRC1 recr | G6PDH counter | ROMK mod | PPARg SRC-2 ag | PMI act hi M6P | TR-FRET SRC-2 ct | PPARg SRC3 recr | S1P3 antagonist | Diaphorase act
CC(CN1CCCC1)C(=O)NN (centres undefined) | -1.8 | 1.1 | 6.4 | 0.7 | 0.935 | 6.5 | 1 | 1744 | 2.1 | -2.5 | 1
CCc1c(C)nc2cc(-c3cc(OC)cc(OC)c3)nn2c1N1CCN(CCN2CCOCC2)CC1 | -22.4 | 1.1 | -2.2 | 2.1 | -1.04 | 6.8 | 1 | 1594 | 5.4 | / | 1.2
O=C(Nc1cccc(S(=O)(=O)C(F)F)c1)c1ccc(Cl)c(S(=O)(=O)N2CCOCC2)c1 | 17.3 | 0.8 | -2.1 | -14.1 | -1.06 | 5.2 | 0.8 | 1475 | -1.0 | 10.6 | 0.8
COc1ccc(Cc2c(Cl)ncnc2Cl)cc1 | 14.5 | 0.8 | -7.0 | 17.6 | / | -2.9 | 0.9 | 1453 | 1.3 | -2.5 | 0.9
CCOC(=O)c1nnc(-c2ccccc2)nc1NCc1ccccc1 | 16.4 | 1 | 0.8 | 4.9 | / | 3.7 | 1 | 1719 | 8.1 | / | 0.8
CCCCN(Cc1cc2cc(OC)ccc2[nH]c1=O)C(=O)COc1ccccc1 | / | / | 4.3 | / | / | 5.4 | / | 1635 | 0.0 | -4.1 | /
CCn1c2ccccc2c2cc(NC(=O)CSc3nnc(-c4ccccc4OC)n3N)ccc21 | 30.0 | 1.1 | 6.0 | -1.3 | -2.54 | -7.6 | 0.9 | 1374 | -17.8 | 24.0 | 0.7
CCc1ccc(-c2nc(CN3CCC(C(=O)NCc4ccco4)CC3)c(C)o2)cc1 | 2.4 | 1 | -7.5 | -1.4 | / | 0.3 | 1 | 1465 | -9.8 | 3.9 | 1
c1ccc(Cc2nn3c(Cn4nnc5ccccc54)nnc3s2)cc1 | 9.0 | 0.9 | 6.1 | 0.9 | -0.278 | -2.6 | 1 | 1676 | 2.5 | -18.9 | 0.9
COc1ccc(NC(=S)Nc2ccccc2)cn1 | 8.5 | 1 | 5.8 | -9.7 | / | -3.4 | 0.9 | 1603 | 0.0 | 11.3 | 0.9
O=C(OCC(=O)N1CCN(C(=O)c2ccco2)CC1)c1cc(-c2ccccc2)nc2ccccc12 | 27.8 | 0.9 | -2.0 | 8.4 | / | 3.0 | 1 | 1399 | -7.8 | -21.7 | 0.7
Cc1ccnc(N2CCC(C(=O)Nc3cccc(C(F)(F)F)c3)CC2)n1 | -0.6 | 0.9 | 3.0 | 6.5 | / | 0.5 | 1 | 1702 | -1.7 | -4.7 | 1
CC/C(=N\NS(C)(=O)=O)c1ccccc1 | -6.2 | 1.1 | 5.4 | 3.7 | -0.0878 | 6.4 | 1.2 | 1508 | 1.3 | / | 1.1
Cc1nn(C)c(C)c1S(=O)(=O)N(CC(=O)NC1CCCCCC1)c1ccc(C(C)C)cc1 | 17.4 | 0.9 | 3.6 | -2.1 | / | 6.7 | 1 | 1719 | -2.5 | / | 0.8
Cc1ccc(NC(=O)c2cc(S(=O)(=O)NCCC3=CCCCC3)ccc2F)cc1 | 23.4 | 0.7 | 4.4 | -2.6 | -0.695 | 14.3 | 0.8 | 1728 | -0.8 | -27.8 | 0.8
COc1ccc2c(c1)CCC1=C2NC(=S)NC1c1ccc(N(C)C)cc1 (centres undefined) | 31.6 | 0.9 | 4.9 | 18.9 | 0.0159 | 7.2 | 0.7 | 1690 | 3.7 | -12.8 | 0.7
COc1cccc(/C=N/NC(=O)CCc2c(C)n[nH]c2C)c1 | -2.1 | 1 | 3.0 | 3.4 | 0.629 | 9.0 | 1.1 | 1524 | -1.9 | / | 1
O=C(c1ccccc1)c1cnc2ccc(Cl)cc2c1N1CCOCC1 | -14.2 | 1.2 | 6.7 | 8.5 | -0.526 | 2.8 | 1.1 | 1654 | 1.1 | -15.1 | 1.1
Cc1ccc(NC(=O)c2ccc([N+](=O)[O-])cc2)cc1S(=O)(=O)N(C)C | 0.0 | 1 | 14.4 | 0.4 | -0.12 | 1.6 | 0.9 | 1650 | 2.8 | -14.4 | 1
Cc1ccc(C(=O)Nc2ccccc2)cc1S(=O)(=O)Nc1ccc(Cl)cn1 | 2.6 | 1 | 12.7 | 8.5 | 1.05 | 9.8 | 1 | 1586 | 8.3 | -4.3 | 1
CC(C)CC(=O)Nc1nc2c(c(=O)[nH]1)CCCC2 | 13.7 | 0.9 | -2.7 | -0.4 | / | 5.0 | 0.9 | 1724 | 14.2 | / | 0.9
O=C(N/N=C/c1ccccn1)c1ccc(NC(=O)c2cccc([N+](=O)[O-])c2)cc1 | -14.9 | 1.6 | 5.1 | -5.3 | -0.0136 | -4.6 | 1.3 | 1633 | -0.5 | -9.8 | 1.1
CC1CCN(CCCNC(=O)C2CCC(=O)N2C2CCCC2)CC1 (centres undefined) | -21.2 | 1.2 | -2.7 | 11.0 | / | 0.9 | 1.1 | 1267 | -10.5 | -22.8 | 1.2
O=C(O)c1[nH]c2ccc(Cl)cc2c1CC(=O)N1CCN(C(=O)c2ccco2)CC1 | 32.1 | 1 | 2.5 | 10.7 | / | 4.0 | 1 | 1445 | -7.2 | -24.9 | 0.7
C=CCOc1ccc(Cl)cc1CNC1CCCC1 | -4.7 | 1.1 | -8.5 | -0.4 | / | -1.0 | 1.1 | 1287 | 0.0 | -8.1 | 1

Going on with the list.
SMILES | Diaphorase inh | PMI act | PPARg SRC1 recr | G6PDH counter | ROMK mod | PPARg SRC-2 ag | PMI act hi M6P | TR-FRET SRC-2 ct | PPARg SRC3 recr | S1P3 antagonist | Diaphorase act
Cc1c(NC(=O)CSc2nnc3c4ccccc4n(CCc4ccccc4)c3n2)c(=O)n(-c2ccccc2)n1C | 26.3 | 1.1 | -6.5 | 6.7 | / | 1.1 | 0.9 | 1400 | -2.2 | / | 0.7
CCOC(=O)N1CCC(c2cc(=O)n3[nH]cc(C(=O)OC)c3n2)CC1 | 15.7 | 0.9 | 0.7 | -6.2 | / | 5.8 | 0.8 | 1611 | 11.5 | 1.9 | 0.8
Cc1cc(C(F)(F)F)n2ncc(-c3ccc(F)cc3)c2n1 | -19.0 | 1 | 0.3 | 9.1 | -0.114 | 16.0 | 1.1 | 1506 | 12.0 | / | 1.2
CCOC(=O)N1CCN(C(=O)C2CCN(S(=O)(=O)N(CC)CC)CC2)CC1 | 1.4 | 1.1 | 11.3 | 9.0 | 1.03 | 5.6 | 1.1 | 1681 | 0.9 | 5.5 | 1
O=C(CSc1nnc(-c2ccc(O)cc2)o1)N1CCOCC1 | -12.2 | 1.1 | 0.0 | 9.4 | / | 5.0 | 1.2 | 1401 | -1.5 | -13.9 | 1.1
COc1ccccc1C(=O)NNC1CC(=O)N(c2ccc3c(c2)OCCO3)C1=O (centres undefined) | 12.7 | 1 | 9.7 | -10.7 | / | 6.4 | 1.1 | 1603 | 4.9 | -14.4 | 0.9
COC(=O)c1nnn(CC(=O)Nc2cccc(OC)c2)c1C(=O)OC | -7.8 | 1.1 | -2.8 | -1.2 | 1.18 | -5.8 | 1.1 | 1635 | -6.2 | / | 1.1
COc1ccccc1S(=O)(=O)Cc1ccc(C(=O)NCc2ccc3c(c2)OCO3)o1 | -0.1 | 1.1 | 0.9 | 11.9 | / | 0.8 | 1 | 1638 | 1.4 | -35.0 | 1
Cc1ccc2nc3c(cc(C#N)c(=O)n3CC3CCCO3)c(=O)n2c1 (centres undefined) | 25.9 | 1 | 7.0 | 7.0 | 0.781 | 7.8 | 0.9 | 1545 | 7.4 | -54.5 | 0.7
CC(C)C(=O)Nc1ccc2c3c(cccc13)CC2 | 17.9 | 0.9 | 7.9 | -6.8 | / | 8.0 | 1 | 1638 | 3.8 | 3.0 | 0.8
COc1ccccc1OCc1nnc(SCC(=O)Nc2ccc(C)cc2)n1C | 22.3 | 0.9 | -5.5 | 1.0 | -0.554 | -7.1 | 0.9 | 1419 | -3.1 | 4.2 | 0.8
CCOC(=O)CSC1=NC(=O)/C(=C/c2ccc(OC)cc2)S1 | 11.0 | 0.9 | -4.5 | -18.4 | / | -8.8 | 1.1 | 1469 | -0.6 | -12.7 | 0.9
O=C(CSc1ncnc2ccccc12)N1CCN(c2ccccc2)CC1 | / | / | 1.2 | / | / | 6.5 | / | 1580 | -5.7 | -62.6 | /
COc1ccc(NC(=O)c2cc3cc(OC)ccc3oc2=N)cc1 | 14.5 | 0.8 | 0.2 | 8.2 | 1.39 | 9.6 | 0.8 | 1483 | 2.4 | -6.5 | 0.9
CC(=O)[C@@H]1[C@@H](C(=O)c2ccccc2)[C@]2(C(=O)Nc3ccccc32)[C@H]2C=Cc3cc(F)ccc3N12 | 40.9 | 0.9 | 4.4 | 8.5 | -1.7 | 3.5 | 0.8 | 1362 | -1.3 | 3.3 | 0.6
CCNS(=O)(=O)c1ccc(NC(=O)c2ccccc2)cc1 | -3.7 | 1.1 | 2.0 | 0.4 | / | 10.3 | 1.1 | 1635 | 5.3 | / | 1
CC[n+]1c(/C=C2/C=C(C)CC(C)(C)C2)sc2ccc(OC)cc21 | 0.1 | 1.3 | -4.9 | 12.7 | / | -2.0 | 1.8 | 1653 | 7.2 | / | 1
CCOC(=O)c1nnn(-c2nonc2N)c1-c1ccc(F)cc1 | 9.7 | 1 | -10.7 | 6.2 | -0.0836 | -4.3 | 0.9 | 1531 | -2.1 | -5.3 | 0.9
Cc1ccc2oc(-c3cccc(N)c3)nc2c1 | 14.3 | 0.9 | 13.0 | 3.4 | -0.103 | 4.5 | 0.9 | 1670 | 5.8 | 11.4 | 0.9
Cc1cc2oc(C(=O)Nc3ccc(S(N)(=O)=O)cc3)c(C)c2cc1Cl | -1.2 | 1 | -0.9 | -2.2 | / | -0.1 | 1.1 | 1623 | 0.3 | 5.0 | 1
CCCSc1nsc(NC(=O)C(c2ccccc2)c2ccccc2)n1 | 17.1 | 0.9 | 2.4 | -3.1 | 1.07 | 5.3 | 1.1 | 1476 | 4.8 | / | 0.8

No enrichment for hits; 3.3% or so of the library scored in one or more.
